# Source: PubChem BioAssay
# CHO parental Ca – ATP-evoked calcium signal inhibitors, parental CHO, primary screen, counter-screen for OX1R antagonist project, cell-based, fluorescence, Fluo-8 calcium dye; hit rate 0.63% among 330,000; parental CHO-K1, ATP-induced calcium, Fluo-8 fluorescence; inhibition, % at 5.6 µM;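 active = inhibition above that plate's mean sample inhibition plus 3 SD, cut at about 26% in these data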;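 note: 0% = ATP-challenged DMSO wells and 100% = DMSO wells without ATP; some compounds past the cut are filed as inactive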
#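 Material: Parental CHO cells | Reagent: ATP | Compound dosing: Single nominal dose of 5.6 µM per compound | Detection: Intracellular calcium via Fluo-8 no-wash fluorescent dye | Read-out: % inhibition of ATP-induced calcium mobilization | Benchmarks: Low control ATP plus DMSO, high control DMSO only | Replicates: Singlicate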
# M1 PAM – human M1 muscarinic receptor positive allosteric modulators, primary screen, CHO-K1 cells, Fluo-8 calcium fluorescence, 1536-well. Muscarinic acetylcholine receptor M1 (Homo sapiens), P11229. activation, % at 3 µM. hit rate 0.088% among 360,000. CHO-K1 hM1, ACh EC20; 0% = ACh EC20, 100% = maximal ACh; in the data active = activation above about 19%, passing the limit was not always enough
# Target sequence (P11229 whole entry, looked up): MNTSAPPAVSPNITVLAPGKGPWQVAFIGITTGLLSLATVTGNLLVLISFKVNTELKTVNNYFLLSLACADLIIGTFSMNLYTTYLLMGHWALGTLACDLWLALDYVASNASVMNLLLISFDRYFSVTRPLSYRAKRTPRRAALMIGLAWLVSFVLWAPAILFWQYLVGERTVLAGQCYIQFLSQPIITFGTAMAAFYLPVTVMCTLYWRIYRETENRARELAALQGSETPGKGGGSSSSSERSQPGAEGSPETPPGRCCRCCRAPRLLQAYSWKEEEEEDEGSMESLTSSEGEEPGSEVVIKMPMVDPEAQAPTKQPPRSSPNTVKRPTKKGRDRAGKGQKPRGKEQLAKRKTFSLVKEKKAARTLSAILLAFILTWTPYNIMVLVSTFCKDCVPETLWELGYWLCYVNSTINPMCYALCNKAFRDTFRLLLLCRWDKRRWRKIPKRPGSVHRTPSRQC
# TAAR1 agonist – human TAAR1 agonists, primary screen, Fluo-8 calcium fluorescence, CHO RD-HGA16 cells; vehicle wells 0%, saturating PEA agonist 100%; hit rate 0.99% among 360,000; Trace amine-associated receptor 1 (Homo sapiens), Q96RJ0; activation, % at 3 µM;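 active = activation above the mean activation of all test compounds in the run plus 3 SD, cut at about 38% in these data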
#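 System: CHO-derived RD-HGA16 cells with stable Gα16 and human TAAR1 / Times: 17-24 h plating, Fluo-8 75 min 37 °C, 30 min RT / Technique: calcium-sensitive Fluo-8 signal, excitation 470-495, emission 515-575 nm / Measure: % activation relative to PEA EC100 response / Benchmarks: DMSO and PEA EC100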
# V1R ag counter – agonists of human V1a receptor, primary screen, counter-screen for OXTR agonist project, fluorescence, CHO-V1R cells | activation, % at 3 µM | hit rate 0.25% among 320,000 | Vasopressin V1a receptor (Homo sapiens), P37288 | AID 2797, 2010 | Fluo-8 calcium fluorescence, agonist mode; 0% DMSO, 100% 3 nM vasopressin;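 active = activation above the mean activation of all tested compounds plus 3 SD, per screening run, cut at about 20% in these data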;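 note: signal is peak over basal fluorescence ratio across a 100 second FLIPR read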
# Target sequence (P37288 whole entry, looked up): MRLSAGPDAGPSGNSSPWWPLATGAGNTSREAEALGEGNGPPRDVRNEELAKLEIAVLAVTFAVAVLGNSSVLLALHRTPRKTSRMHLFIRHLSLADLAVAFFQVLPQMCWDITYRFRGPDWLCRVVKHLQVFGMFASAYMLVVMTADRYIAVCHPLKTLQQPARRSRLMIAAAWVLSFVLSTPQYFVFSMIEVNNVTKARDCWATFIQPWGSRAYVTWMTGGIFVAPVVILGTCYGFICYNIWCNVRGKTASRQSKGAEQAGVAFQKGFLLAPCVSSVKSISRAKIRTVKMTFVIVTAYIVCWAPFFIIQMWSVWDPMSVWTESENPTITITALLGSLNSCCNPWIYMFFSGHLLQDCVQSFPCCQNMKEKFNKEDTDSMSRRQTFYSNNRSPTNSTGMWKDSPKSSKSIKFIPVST
# TAAR1 antag – human TAAR1 antagonists, primary screen, Fluo-8 calcium fluorescence, CHO RD-HGA16 cells; Trace amine-associated receptor 1 (Homo sapiens), Q96RJ0; antagonist; inhibition, % at 3 µM; hit rate 1.5% among 360,000; AID 624466, 2012;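 active = inhibition above a per-plate cutoff, the mean inhibition of test compounds on that plate plus 3 SD, cut at about 49% in these data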;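 note: 0% = DMSO plus EC80 beta-PEA response and 100% = DMSO alone without agonist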
#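 Test system: hTAAR1-expressing CHO RD-HGA16 cells, Gα16-coupled; Probe or stimulus: EC80 β-phenethylamine stimulus; Compound dosing: single nominal final test compound concentration of 3 µM; Timing: 140 s kinetic read after compound, 140 s after agonist; Signal: Fluo-8 calcium-sensitive fluorescence; Measure: % inhibition of agonist calcium response; Controls: DMSO and EC80 PEA controls.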
# OXTR potentiator – human OXTR potentiators, primary screen, fluorescence, CHO-OTR cells, Fluo-8 calcium | Oxytocin receptor (Homo sapiens), P30559 | Fluo-8 calcium fluorescence, potentiator mode; 0% = oxytocin EC15, 100% = EC100 | activation, % at 3 µM | hit rate 0.061% among 320,000 | AID 2445, 2010;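 active = activation above that plate's cutoff, the mean activation of tested compounds plus 3 SD, cut at about 6.6% in these data, passing the limit was not always enough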;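 note: 100% uses oxytocin at 75 nM as the full agonist control; some results filed as inactive read as strong as hits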
#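 Replication – single well per compound, singlicate · Assay system – CHO cell line stably expressing human OTR · Timing – 6 min pre-incubation, 100 s read · Measure – normalized max/min fluorescence ratio, % activation · Doses – 3.0 µM, one dose · Detection – Fluo-8 calcium dye fluorescence · Probe or stimulus – oxytocin near EC15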
# CHRM1 agonist – human M1 muscarinic receptor agonists, primary screen, Fluo-8 calcium fluorescence, CHO-K1 cells, HTS | Muscarinic acetylcholine receptor M1 (Homo sapiens), P11229 | CHO-K1 hM1, agonist mode; 0% DMSO, 100% acetylcholine EC100 | activation, % at 3 µM | hit rate 0.33% among 360,000;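 active = activation above the run's mean compound activation plus 3 SD, cut at about 16% in these data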;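 note: peak over basal fluorescence ratio within a 140 s kinetic read after compound addition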
# OXTR agonist – human OXTR agonists, primary screen, fluorescence, CHO-OTR cells, Fluo-8 calcium | Oxytocin receptor (Homo sapiens), P30559 | Fluo-8 calcium fluorescence; normalized: DMSO 0%, oxytocin 100% | hit rate 0.32% among 320,000 | activation, % at 3 µM;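 active = activation above the mean of all tested compounds plus 3 SD, cutoff set per screening run, cut at about 20% in these data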;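 note: peak over basal fluorescence ratio from a 100 s FLIPR kinetic read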
# M1 antag – human M1 muscarinic receptor antagonists, primary screen, CHO-K1 cells, Fluo-8 calcium fluorescence, 1536-well. Muscarinic acetylcholine receptor M1 (Homo sapiens), P11229. CHO-K1 hM1, ACh EC80 antagonist. inhibition, % at 3 µM. hit rate 1.3% among 360,000. AID 588852, 2011;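 active = percent inhibition above its own plate's cutoff, namely the mean of that plate's compound wells plus 3 SD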;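 note: peak over basal fluorescence ratio during 140 s after agonist addition; 0% = ACh EC80 plus DMSO and 100% = DMSO alone without agonist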
# Active calls of the source: *; nt = no result given.
SMILES,CHO parental Ca,M1 PAM,TAAR1 agonist,V1R ag counter,TAAR1 antag,OXTR potentiator,CHRM1 agonist,OXTR agonist,M1 antag
CCOc1ccc(-c2nnc(N(CC)C(=O)C3CCC3)s2)cc1,-26,-6,2,0.7,10,-4,-3,0.2,12
CCCN(CC(=O)Nc1ccc(F)c(F)c1F)C(=O)c1cc(S(=O)(=O)N(C)C)ccc1N1CCCC1,nt,2,1,nt,-12,nt,-5,nt,-6
COc1ccc(S(=O)(=O)N2c3cc(Cl)ccc3Oc3nc4ccccc4nc32)cc1,-3,10,5,0.5,8,-10,9,-0.1,-23
c1coc(-c2nc3nc4ccccc4n3nc2-c2ccco2)c1,-12,9,1,1.5,10,-18,-5,-0.1,-10
O=C(CSc1nncs1)Nc1cccc2ccccc12,nt,8,0,nt,-15,nt,-2,nt,-9
CCc1noc(C)c1C(=O)Oc1ccc(N(C)S(=O)(=O)c2ccc(C)c(C)c2)cc1,-8,-12,1,1.7,-1,-10,-4,0.5,11
Cc1cc(N2CCOCC2)nc2ccc(NC(=O)CCC(=O)N3CCN(c4ccccc4)CC3)cc12,-2,11,0,1.1,2,-5,-4,1.7,-13
O=C(OCc1cn([C@@H]2C[C@H](c3ccccc3)N(C(=O)C3CCCCC3)C[C@H]2O)nn1)c1ccccc1,nt,-4,3,nt,8,nt,0,nt,5
O=C(CCC1CCCN(C(=O)c2cccs2)C1)N1CCN(c2ccccn2)CC1 (stereo not drawn),-21,5,4,-1.1,19,3,-6,-0.9,-8
O=C(COC(=O)CCc1ccc(S(=O)(=O)N2CCOCC2)cc1)Nc1ccccc1OC(F)F,-19,7,10,3.5,-2,-9,3,3.4,-15
COc1nc(N)nc(N)c1NS(=O)(=O)c1ccc(C)cc1,14,7,1,0.3,-16,-10,-1,-0.6,-7
CC1CC(C)CN(c2ccc(C(=O)NCc3ccc4c(c3)OCO4)cc2[N+](=O)[O-])C1 (stereo not drawn),-11,-1,0,-1.4,7,-8,-7,-2.7,-12
CN1/C(=C\C(=O)c2oc3ccccc3c2N)C(C)(C)c2ccccc21,-20,-13,16,1.0,51*,-16,0,-0.2,26
COc1ccc(CNC(=O)Cn2nc(C(F)(F)F)c3c2CCC3)cc1,4,-3,14,-1.2,9,-4,-5,0.0,1
COc1ccc(OC)c(-c2csc(NC(=O)CSCc3c(C)noc3C)n2)c1,-23,-7,4,-1.7,35,-9,-4,-2.5,-4
COc1ccc(C2CC(=O)Nc3cc(OC)c(OC)cc32)cc1 (stereo not drawn),nt,6,0,nt,-19,nt,0,nt,-3
CN1CCC(NC(=O)Nc2cccc(C(F)(F)F)c2)CC1,12,14,7,-0.3,20,-5,2,1.0,-13
COc1ccc(-c2cc(-n3c(C(F)(F)F)nc4ccccc43)n(CCC#N)n2)cc1,-15,2,7,0.5,13,-17,-2,-2.6,-14
COc1ccc(C(=O)Oc2cc(N)n(S(=O)(=O)c3ccccc3)n2)cc1,0,0,2,-0.4,3,-7,-11,-2.4,3
Cc1ccc(NC(=O)c2cc(C)on2)cc1,4,1,0,-0.1,9,3,-4,-0.4,6
Nc1nn(S(=O)(=O)c2ccccc2)cc1-c1cccc([N+](=O)[O-])c1,-2,6,4,-0.2,-13,4,-4,0.2,-6
Cc1nc2ccccc2cc1C(=O)N/N=C/c1cccs1,-10,0,1,0.9,0,-1,-6,1.7,1
Cc1nc2ccc(-c3nc4ccccc4[nH]3)cc2[nH]1,-3,-5,2,0.0,-3,-2,-6,0.5,2
COc1cc(OC)c(OC)cc1/C=N/n1c(C)nc2ccccc2c1=O,-9,5,1,-0.3,-16,4,-2,-0.6,-11
C=CCN(c1ccccc1)S(=O)(=O)c1cccc(C(=O)NNC(=O)c2ccncc2)c1,5,10,1,0.0,-11,-5,-2,0.1,-11
COc1cc(-c2cc3nc(NCc4cccs4)ccn3n2)cc(OC)c1OC,nt,-4,6,nt,25,nt,-4,nt,-6
COc1cc(OC)cc(C(=O)N/N=C2/SCC(=O)N2Cc2ccco2)c1,-5,4,-1,-0.6,-16,-4,-6,-0.8,-1
COc1cc(-c2nnn(CC#N)n2)ccc1OCc1ccccc1,-6,-4,8,0.2,15,-7,-7,0.4,1
COc1ccc(C(=O)C[n+]2cccc(C)c2)cc1,-10,9,3,-0.1,-1,0,-14,-0.1,-8
O=C(Nc1ccc(O)c2c(=O)cc(-c3ccccc3Cl)oc12)c1cccc(Cl)c1,-21,8,1,-0.1,13,2,2,0.1,14
COc1cccc(CCc2nnc(CCC(=O)N3CCN(Cc4ccccn4)CC3)o2)c1,-12,-5,-1,-1.5,-14,-14,-6,-1.2,4
Cc1ccc(-c2ccc(SCC(=O)NC3CCCC3)nn2)cc1,-12,11,-2,0.8,-17,-8,-1,-1.5,-13
O=C(CSc1nnc(Nc2ccccc2)s1)Nc1cccc(S(=O)(=O)N2CCCCC2)c1,-14,-4,8,0.6,24,-9,-5,-1.3,5
COc1ccc(N2CCN(C(=O)COC(=O)c3cccc(S(=O)(=O)Nc4ccccc4OC)c3)CC2)cc1,14,-5,6,6.5,22,-17,0,4.9,10
CC(C)C[C@H]1CNC(=S)N1CC1CCCN1C[C@H](CC(C)C)N1C[C@H](Cc2ccccc2)N(CC2CCCCCC2)C1=S (stereo partly drawn),nt,10,5,nt,-23,nt,-2,nt,-7
O=C(COC(=O)Cn1cnc2ccccc21)NCCc1ccccc1,-13,2,18,0.9,10,1,-3,1.4,-10
COc1ccc([N+](=O)[O-])cc1/C=N/NC(=O)Cc1ccccc1,4,3,4,3.0,0,-10,-6,0.4,-5
Cc1ccc(NC(=O)COC(=O)CCCC2=NS(=O)(=O)c3ccccc3N2)cc1C,-12,2,14,2.2,18,-6,-7,0.7,-6
Cc1ccc(C(=O)NCC(=O)Nc2ncccc2C)s1,-12,9,0,1.9,-12,4,0,0.0,-4
CCCS(=O)(=O)N1CCN(c2ccccc2F)CC1,-1,6,1,-0.3,-11,-13,-3,-0.7,-34
CC(C)NC(=O)CN1C(=O)C(=O)c2ccccc21,0,5,7,-1.0,-11,0,-4,-0.1,-10
CCN(CC)c1cccc(OCC(=O)N(C)CCC#N)c1,-19,9,1,1.9,13,-3,-2,1.0,-37
Cc1[nH]n(-c2nc(-c3cccc([N+](=O)[O-])c3)cs2)c(=O)c1C,-2,-3,1,-0.6,10,-4,-3,-0.7,7
C#CCN1C(=O)C(O)(CC(=O)/C=C/C=C/c2ccccc2)c2ccccc21 (stereo not drawn),-5,2,8,1.8,3,-15,-2,2.0,-6
Cc1ccc(Oc2nc(C(F)(F)F)nc3ccccc23)cc1,-16,-16,17,-1.3,14,-7,-5,-2.4,4
CC1CC1C(=O)OCC(=O)NC(=O)c1ccc(C(C)(C)C)cc1 (stereo not drawn),-7,9,18,0.1,10,2,-7,3.6,-9
Cc1nc(-c2nc(CC(=O)NNC(=O)c3ccc(Cl)cc3)cs2)cs1,-6,8,0,-0.1,-13,2,-2,-0.9,-14
CC1CN(c2cc(=O)n(-c3ccc(Cl)cc3)c(=O)[nH]2)CC(C)O1 (stereo not drawn),nt,8,2,nt,-25,nt,-4,nt,-13

# Ordered by formula weight (highest first): some entries from above
SMILES,CHO parental Ca,M1 PAM,TAAR1 agonist,V1R ag counter,TAAR1 antag,OXTR potentiator,CHRM1 agonist,OXTR agonist,M1 antag
COc1ccc([N+](=O)[O-])cc1/C=N/NC(=O)Cc1ccccc1,4,3,4,3.0,0,-10,-6,0.4,-5
Cc1ccc(C(=O)NCC(=O)Nc2ncccc2C)s1,-12,9,0,1.9,-12,4,0,0.0,-4
CC(C)NC(=O)CN1C(=O)C(=O)c2ccccc21,0,5,7,-1.0,-11,0,-4,-0.1,-10

# Additional structures follow:
SMILES,CHO parental Ca,M1 PAM,TAAR1 agonist,V1R ag counter,TAAR1 antag,OXTR potentiator,CHRM1 agonist,OXTR agonist,M1 antag
COc1cccc(CN2CC(C(=O)N3CCN(C(C)C)CC3)CCC2=O)c1 (stereo not drawn),-3,9,0,0.6,-1,-11,-2,0.3,-9
O=C(CN1CCN(c2ccccc2F)CC1)c1ccc2c(c1)OCO2,-10,-4,11,9.6,-5,-13,-3,1.3,7
Cc1noc(C)c1S(=O)(=O)N1CCC(C(=O)Nc2ccccn2)CC1,-4,-5,4,0.7,8,1,-4,-0.1,-11
Cc1ccccc1-n1c(SCC(=O)c2cc(C)n(C)c2C)nnc1-c1cccnc1,-15,-2,nt,1.3,nt,-4,-3,-0.7,1
COc1cc(C2/C(=C(\O)c3ccc4c(c3)CC(C)O4)C(=O)C(=O)N2CCN2CCOCC2)cc(OC)c1OC (stereo not drawn),-18,18,0,-0.2,-13,-11,1,-0.5,-12
COc1ccccc1/C=C/C(=O)NC1CC2CCC1C2 (stereo not drawn),-20,5,-1,-0.9,8,-3,-5,-1.8,-16
CC(=O)c1cc2cccc(OC3(C)CCN(Cc4ccc(-c5ccccn5)cc4)C3)c2o1 (stereo not drawn),nt,-26,3,nt,-10,nt,-8,nt,35*
Nc1ccc(NC2C[C@@H](C(=O)O)NC2=O)cc1 (stereo partly drawn),-2,10,5,-0.2,0,1,-5,0.8,-5
O=[N+]([O-])c1cc([N+](=O)[O-])c(Oc2ccc(Cl)c3cccnc23)cc1NN1CCCCC1,-22,4,7,0.7,8,1,-5,-1.7,-6
CCC(C)NC(=O)c1ccc2nc(-c3ccc(OC)c(OC)c3)c(-c3ccc(OC)c(OC)c3)nc2c1 (stereo not drawn),-2,26,5,0.9,13,-18,2,0.3,-27
COc1ccc(C)cc1NC(=O)C1CC(=O)N(Cc2ccco2)C1 (stereo not drawn),-7,6,5,0.2,-9,-11,0,-0.5,-11
CCOC(=O)Nc1ccc2c(CN3CCN(S(=O)(=O)c4ccccc4)CC3)cc(=O)oc2c1,-18,8,5,1.5,4,-6,-2,1.2,-10

# Outcome played no part in choosing rows; overall some 3.7% were active at least once.
